Compound activity: PubChem, several laboratories
PKA-R2B act: activates the human PKA-R2B holoenzyme complex | P22694+P31323 | PKA-R2B holoenzyme dissociation, Cy5-IP20 fluorescence polarization; R2B truncated from residue 108, S112A mutant; 0% DMSO only, 100% 113 µM cGMP | activation, % at 11.4 µM | 0.079% of 340,000 active | AID 504700;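 active = activation above a cutoff set at the mean over all compounds plus 3 SD, cut at about 18% in these data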;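 also: higher means more holoenzyme dissociation and a rise in polarization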
PKA-R1A activ: activators of PKA-R1A complex | P00514+P68181 | 0.083% of 340,000 active | PKA-R1A dissociation, Cy5-IP20 fluorescence polarization; scaled: DMSO 0%, 113 µM cGMP 100% | activation, % at 11.4 µM;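 active = percent activation above the mean of all tested compounds plus 3 SD, cut at about 19% in these data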;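 also: higher means more PKAc released from R1A so a rise in polarization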
Ecoli viability: bacterial growth inhibition, counter-screen for AddAB inhibitors; E. coli V3065 growth, OD600 absorbance, 18 h; inhibition, % at 11.9 µM; 0.27% of 330,000 active; AID 449728;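 active = inhibition above the campaign's mean inhibition across all tested compounds plus 3 SD, cut at about 9.9% in these data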;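 also: uninfected addAB+ strain grown without phage in ampicillin broth; 0% = DMSO wells and 100% = ciprofloxacin 0.95 µg/ml wells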
OPRM1-OPRD1 ag: agonists of human mu-delta opioid receptor heterodimerization | P35372+P41143 | cells, OPRM1-OPRD1 heterodimerization, luminescence | activation, % at 9.3 µM | 0.3% of 340,000 active; in the data active = activation above about 18%;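 also: 0% = vehicle-treated cells and 100% = reference agonist; values of inactives mirror those of a sister screen read the other way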
Target sequence (P35372 whole entry, looked up): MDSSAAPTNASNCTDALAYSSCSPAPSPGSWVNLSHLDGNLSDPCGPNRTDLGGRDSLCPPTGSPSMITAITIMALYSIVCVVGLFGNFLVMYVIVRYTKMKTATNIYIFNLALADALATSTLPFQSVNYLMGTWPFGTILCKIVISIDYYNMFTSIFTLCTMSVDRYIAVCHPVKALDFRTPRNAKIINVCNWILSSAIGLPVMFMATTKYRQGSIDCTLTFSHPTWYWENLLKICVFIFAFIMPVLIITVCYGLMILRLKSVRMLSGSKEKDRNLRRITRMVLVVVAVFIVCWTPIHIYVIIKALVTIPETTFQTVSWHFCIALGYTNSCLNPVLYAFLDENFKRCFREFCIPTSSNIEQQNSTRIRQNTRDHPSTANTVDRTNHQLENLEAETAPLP
Target sequence (P41143 whole entry, looked up): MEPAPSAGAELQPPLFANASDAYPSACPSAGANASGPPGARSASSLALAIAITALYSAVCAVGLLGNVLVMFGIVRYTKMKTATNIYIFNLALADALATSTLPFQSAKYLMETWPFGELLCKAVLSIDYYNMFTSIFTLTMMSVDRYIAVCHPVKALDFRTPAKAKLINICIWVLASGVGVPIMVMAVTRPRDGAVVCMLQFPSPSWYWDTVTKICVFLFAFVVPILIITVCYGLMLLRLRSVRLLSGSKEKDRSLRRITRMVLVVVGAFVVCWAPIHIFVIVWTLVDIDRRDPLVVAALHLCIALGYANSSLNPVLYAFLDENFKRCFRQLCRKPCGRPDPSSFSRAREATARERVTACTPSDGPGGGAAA
Tat export inh: inhibitors of E. coli Tat protein transport; E. coli MC4100 TorA-mCherry Tat export, fluorescence; inhibition, % at 10 µM; 0.036% of 340,000 active;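 active = mean replicate inhibition at least 50% and at least half of replicates individually reaching 50%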;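 also: exported cargo escapes ClpAP degradation while cytoplasmic cargo is degraded and loses fluorescence; 0% = median of neutral control wells and 100% = median of NaSCN control wells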
Mot1-301 SUMO: blocks SUMOylation pathway, rescuing yeast Mot1-301 growth | S. cerevisiae Mot1-301 growth rescue, ATP luminescence, 38.5C; percent above DMSO median, 100 means doubled | growth rescue, % at 18.8 µM | 1% of 320,000 active;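 active = every valid replicate shows activation above 250% relative to neutral control wells; inactive = the rest, any valid replicate at or below 250%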;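 also: OY570 slx delta 5 strain wells were the positive control but not used for scaling; some compounds called inactive have numbers as strong as hits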
phage Ecoli inh: E. coli growth loss with phage present. inhibition, % at 11.9 µM. growth absorbance. AID 651602. 0.26% of 360,000 active; in the data active = inhibition above about 11%
AddAB inh: less growth of phage-infected E. coli with AddAB | inhibition, % at 11.9 µM | E. coli expressing H. pylori AddAB, absorbance growth | 0.29% of 330,000 active; in the data active = inhibition above about 12%;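 also: 0% = vehicle wells of infected cells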
MOR-DOR inv ag: inverse agonist of human OPRM1-OPRD1 heterodimerization; P35372+P41143; cell-based MOR-DOR heterodimer luminescence, inverse agonism; inhibition, % at 9.3 µM; 0.21% of 340,000 active; in the data active = inhibition above about 22%, passing the limit was not always enough;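 also: 0% = cells with DMSO and 100% = wells without cells with DMSO; values of inactives mirror those of a sister screen read the other way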
PfHsp90 yeast 2: growth inhibition of yeast expressing Plasmodium Hsp90; S. cerevisiae expressing PfHsp90, BacTiter-Glo ATP, 48 h; yeast lacking PDR1 and PDR3 efflux regulators; inhibition, % at 9.4 µM; 0.32% of 310,000 active; AID 504621;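 active = every replicate shows inhibition above about 80%, whatever the replicate mean, limit read from the data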;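 also: 0% = DMSO neutral controls and 100% = 20 µM radicicol positive controls; yeast relying on Plasmodium falciparum Hsp90 in place of its own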
HTR5A inv ag: counter-screen for OPRM1-OPRD1 inverse agonists: human HTR5A inverse agonism | P47898 | inhibition, % at 9.3 µM | HTR5A cell line, luminescence | 0.083% of 340,000 active | AID 504634; in the data active = inhibition mostly above about 23%, no sharp cut-off; inactive = mostly below about 18%;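 also: 0% = cells with DMSO and 100% = no-cell wells with DMSO; some compounds called inactive have numbers as strong as hits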
* marks the source's active call; other numbers are inactive results; / = not tested or not shown.

SMILES	PKA-R2B act	PKA-R1A activ	Ecoli viability	OPRM1-OPRD1 ag	Tat export inh	Mot1-301 SUMO	phage Ecoli inh	AddAB inh	MOR-DOR inv ag	PfHsp90 yeast 2	HTR5A inv ag
O=C1OCCC1N1C(=O)c2ccccc2S1(=O)=O (centres undefined)	1	-3	3.3	0.7	-1	-5	1.0	-0.2	-4	1	-3
Cc1ccc(OCC(=O)N2CCN(C(=O)c3cccc(F)c3)CC2)cc1	-3	14	4.7	3.9	4	-3	2.9	5.8	-20	18	2
CCOc1cccc(C(=O)Nc2cccc(C(=O)NCC(C)C)c2)c1	10	-11	5.2	-1.0	-1	0	8.0	5.4	6	3	6
CCn1c(SCC(N)=O)nc2c1c(=O)n(C)c(=O)n2C	-4	-2	-0.2	-1.5	-12	17	-0.1	1.6	8	2	-33
O=C(NCCN1C(=O)C2C3C=CC(C3)C2C1=O)Nc1ccc(Br)cc1 (centres undefined)	-2	-3	-1.0	-0.6	7	-11	3.0	1.3	3	-5	12
CCC(=O)Nc1c(C#N)c2nc3ccccc3nc2n1-c1ccccc1C	-8	-1	0.5	-0.2	-1	-4	1.7	2.0	1	-38	-12
O=C(c1c(F)cccc1F)N1CCC(O)(c2ccc(F)cc2)CC1	-10	-2	1.5	-1.9	-1	-6	2.6	1.8	10	-4	0
O=C(COC(=O)c1cn(-c2ccccc2)nc1-c1cccs1)NC1CC1	3	-9	-1.6	-2.5	1	-5	5.2	3.5	14	6	-12
CCN(C(=O)COc1ncnc2sccc12)c1ccccc1	1	-4	0.2	-2.5	-5	7	1.8	-0.6	14	4	25
O=C(OCn1ncc(Br)c(Br)c1=O)c1ccccc1Cl	3	-13	-2.8	-1.6	-16	57	/	-1.2	9	90*	9
CC1CCc2nn(CC(=O)NCCN3CCOCC3)cc2C1 (centres undefined)	-1	-2	1.8	-1.7	-2	41	0.3	7.3	9	/	-2
Cc1c(NC(=O)COc2cccc(Cl)c2Cl)c(=O)n(-c2ccccc2)n1C	-2	0	1.0	-0.7	0	4	-1.1	-0.8	5	2	-2
Cc1ccc(/C=N/NC(=O)CN2CCN(S(=O)(=O)c3ccc(Br)cc3)CC2)s1	-8	-4	-2.4	-1.8	-3	0	2.1	3.3	9	-4	-26
Cc1ccc(C2NC(=O)c3c(sc(C)c3C)N2)c(O)c1 (centres undefined)	-2	-2	-3.5	-1.9	-7	9	1.1	-2.2	11	-14	4
CCCc1cc(=O)oc2cc(C)cc(OCC(=O)NCc3ccncc3)c12	0	-2	-2.5	-2.3	-10	4	2.9	0.1	12	12	-9
Cc1ccc(NC2CNC(=O)NC2=O)cc1C (centres undefined)	-8	-1	/	-0.8	-6	/	4.0	/	4	21	-6
COc1ccc2c(c1)OC13CCCCC1C2C(C(=O)c1ccccc1)C(=O)N3 (centres undefined)	3	1	-2.9	-0.4	-7	-6	1.4	-1.9	2	25	-2
C=CCN(N=Nc1cccc([N+](=O)[O-])c1)c1cccc([N+](=O)[O-])c1	0	3	-0.4	1.2	5	92	-0.6	3.6	-7	-5	9
O=C(NCCCn1ccnc1)c1nn2c(C(F)(F)F)cc(-c3ccc(Br)cc3)nc2c1Cl	-5	-4	0.7	0.1	7	99	3.6	-1.4	0	-41	-5
Cc1cccc(NC(=O)c2cccnc2)c1	6	2	1.0	-1.7	0	20	1.7	2.1	10	14	5
C=C(C)C(=O)Nc1ccc(OC(F)(F)C(F)F)c(NC(=O)C(=C)C)c1	-3	-7	-2.1	-0.9	-7	0	2.8	1.3	5	/	0
O=C(Cc1ccccc1)NC(CSSCC(NC(=O)Cc1ccccc1)C(=O)O)C(=O)O (centres undefined)	1	18	/	-1.7	-9	/	2.4	/	9	-24	-1
COc1ccc2[nH]cc(CCN=C3SCC(=O)N3C)c2c1	-14	-7	0.0	-1.8	2	-18	1.4	5.3	9	-18	-5
Cc1ccccc1OCC(=O)NNC(=O)CCN1C(=O)c2ccccc2C1=O	-3	9	2.5	-0.2	-2	-5	1.7	2.3	1	-38	-9
COc1ccc(Nc2ccc(S(=O)(=O)N3CCCCC3)cc2[N+](=O)[O-])cc1	-2	-1	-1.2	0.8	11	-1	1.6	-1.0	-4	-10	-22
The list continues.
SMILES	PKA-R2B act	PKA-R1A activ	Ecoli viability	OPRM1-OPRD1 ag	Tat export inh	Mot1-301 SUMO	phage Ecoli inh	AddAB inh	MOR-DOR inv ag	PfHsp90 yeast 2	HTR5A inv ag
Cc1cc(-c2ccc(C)c(S(=O)(=O)NC(C)Cc3ccco3)c2)on1 (centres undefined)	-7	-13	-0.2	-0.9	9	19	0.8	3.4	5	5	1
O=C(Cc1cccc(NC(=O)C2CCCN(C(=O)c3ccccc3)C2)c1)Nc1cccc(C(=O)N2CCOCC2)c1 (centres undefined)	10	-5	/	-3.2	-11	/	2.4	/	15	15	-1
CC(C)(C)NC(=O)N1CCn2cccc2C1c1ccccc1F (centres undefined)	-8	1	0.7	0.1	2	17	3.6	1.8	-1	21	12
O=C(Nc1ccc2c(c1)OCO2)C(=O)c1c[nH]c2ccccc12	-6	-9	-2.2	5.2	2	1	1.5	1.9	-27	16	-1
CCOc1ccc(C(=O)Nc2cccc(C(C)=O)c2)cc1[N+](=O)[O-]	-8	-9	0.8	-4.5	-18	23	3.8	3.4	21	12	-11
NC(=O)NC[C@@H]1CC[C@@H](Cc2ccc(-c3ccccc3)cc2)O1	-2	2	0.7	-1.9	-4	/	/	0.2	9	15	0
COc1ccc(C2/C(=C(/O)c3ccccc3)C(=O)C(=O)N2CCO)cc1 (centres undefined)	5	-13	-2.1	-0.8	-4	1	1.6	-1.9	5	13	10
CCOC(=O)c1nnn(-c2nc(N(C)C)nc(N(C)C)n2)c1C	-2	-2	2.5	-3.5	-3	-1	-0.3	1.1	17	17	11
CCn1c(SCC(=O)Nc2ccc3c(c2)OCO3)nc2ccccc21	-5	0	0.4	2.3	-1	-17	1.8	3.5	-14	/	-21
N#Cc1ccccc1NC(=O)C1CC(=O)N(c2ccc3c4c(cccc24)CC3)C1 (centres undefined)	2	-9	-1.1	-1.6	-17	7	1.2	1.0	11	23	12
CC1=CC(=C2C(=O)c3ccccc3C2=O)C=C(C)N1C	3	3	-0.3	2.0	-1	-15	4.0	-0.8	-14	-10	10
O=C(O)Cc1ccc(NS(=O)(=O)c2ccccc2Cl)cc1	/	/	0.4	/	-4	21	0.8	2.8	/	10	/
CCN(C(=O)COC(=O)COc1ccccc1Cl)c1c(N)n(Cc2ccccc2)c(=O)[nH]c1=O	-2	-11	-2.1	-0.7	6	-3	2.2	-0.3	3	3	12
COc1ccc(N(CC(=O)NCCc2ccc(OC)c(OC)c2)S(=O)(=O)c2ccc(OC)c(OC)c2)cc1	1	-11	1.9	-0.1	7	-6	-3.3	-0.9	1	-5	0
CNS(=O)(=O)c1cccc(C(=O)OCC(=O)NCc2ccccc2)c1	-3	-4	2.8	-4.0	-6	94	3.3	0.5	17	-18	6
COc1cccc(C(=O)Nc2ccc(N3CCN(C(=O)c4ccco4)CC3)cc2)c1	1	-2	3.7	-1.4	-2	124	3.0	0.5	8	2	4
COCCNc1nc(-c2cc(C)n(CCc3ccc(OC)cc3)c2C)cs1	7	-9	-0.7	-0.7	4	0	2.2	-2.3	3	-12	3
Cc1ccc(-c2nnc(CN3CCCCC3C)o2)cc1 (centres undefined)	6	-2	-1.0	-0.9	-1	-1	4.0	0.5	5	3	-11
C#CC(C)(C)NC(=O)CSc1nc2c(c(=O)n(C)c(=O)n2C)n1CCCC	-11	1	1.9	-1.3	-4	3	2.1	10	7	/	8
CCN(CCNC(=O)CS(=O)(=O)Cc1nc(-c2cccc(OC)c2)oc1C)c1ccccc1	-9	-5	-2.0	2.5	8	-3	0.8	1.4	-13	-5	-32
Cc1csc(N2CCCC2c2nc3cc(Cl)c(N4CCCCC4)cc3n2CCCO)n1 (centres undefined)	3	-8	-1.7	-1.6	18	470	0.9	3.2	9	8	11
CC1=NN(c2cccc([N+](=O)[O-])c2)C(=O)C1	-7	4	0.1	1.6	10	/	4.6	-0.7	-9	-8	16
CC(C)N(C(=O)NC(=O)NCC1CCCO1)S(C)(=O)=O (centres undefined)	-1	-5	0.6	-1.0	-4	5	2.6	1.6	6	-10	-22
COc1cccc(-n2c(CN3CCN(c4ccc(C)cc4)C(C)C3)nc3ccc([N+](=O)[O-])cc3c2=O)c1 (centres undefined)	-10	-14	-0.4	-2.7	15	1	3.9	1.0	15	16	-5
COc1ccc(OCCCC(=O)Nc2nnc(C3CCCO3)s2)cc1 (centres undefined)	-3	10	2.1	-0.7	-9	9	-0.1	3.0	4	/	-14
CC1=C(C(=O)OC2CCCC(C)C2)C(c2ccccc2)NC(=O)N1 (centres undefined)	-8	5	1.3	3.4	-2	6	1.2	-0.5	-17	3	-27
O=C(O)CNS(=O)(=O)c1cccc(Cl)c1	-5	-6	0.2	-3.4	2	0	1.4	3.6	18	-20	3

8 neighbouring compounds from above, quoted:
SMILES	PKA-R2B act	PKA-R1A activ	Ecoli viability	OPRM1-OPRD1 ag	Tat export inh	Mot1-301 SUMO	phage Ecoli inh	AddAB inh	MOR-DOR inv ag	PfHsp90 yeast 2	HTR5A inv ag
CCOC(=O)c1nnn(-c2nc(N(C)C)nc(N(C)C)n2)c1C	-2	-2	2.5	-3.5	-3	-1	-0.3	1.1	17	17	11
CCn1c(SCC(=O)Nc2ccc3c(c2)OCO3)nc2ccccc21	-5	0	0.4	2.3	-1	-17	1.8	3.5	-14	/	-21
N#Cc1ccccc1NC(=O)C1CC(=O)N(c2ccc3c4c(cccc24)CC3)C1 (centres undefined)	2	-9	-1.1	-1.6	-17	7	1.2	1.0	11	23	12
CC1=CC(=C2C(=O)c3ccccc3C2=O)C=C(C)N1C	3	3	-0.3	2.0	-1	-15	4.0	-0.8	-14	-10	10
O=C(O)Cc1ccc(NS(=O)(=O)c2ccccc2Cl)cc1	/	/	0.4	/	-4	21	0.8	2.8	/	10	/
CCN(C(=O)COC(=O)COc1ccccc1Cl)c1c(N)n(Cc2ccccc2)c(=O)[nH]c1=O	-2	-11	-2.1	-0.7	6	-3	2.2	-0.3	3	3	12
COc1ccc(N(CC(=O)NCCc2ccc(OC)c(OC)c2)S(=O)(=O)c2ccc(OC)c(OC)c2)cc1	1	-11	1.9	-0.1	7	-6	-3.3	-0.9	1	-5	0
CNS(=O)(=O)c1cccc(C(=O)OCC(=O)NCc2ccccc2)c1	-3	-4	2.8	-4.0	-6	94	3.3	0.5	17	-18	6
